FBW7 act: human FBW7 E3 ligase activation, primary screen | 0.13% of 650,000 active | AlphaScreen FBW7–phospho-cyclin E peptide binding, activator screen | normalized activity (activation), % at 26.1 µM | Q969H0; in the data active = normalized activity above about 1.9%;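 note: purified mutant Fbw7 with reduced substrate affinity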
TEAD-YAP inh: TEAD-YAP interaction inhibition. HEK-TIYL cells, TEAD-Gal4/YAP UAS-luciferase luminescence. inhibition, % at 9.12 µM. 1.4% of 640,000 active. AID 1259422; in the data active = inhibition above about 32%;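 note: 0% = median of test compound wells and 100% = reference inhibitor wells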
GPR151 activ: activators of human GPR151; Q8TDV0; PathHunter beta-arrestin GPR151 cells, luminescence; activation, % at 11.2 µM; 1% of 650,000 active; AID 1508602; in the data active = activation above about 4.9%;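 note: 0% = median of compound wells and 100% = cells with positive control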
Target sequence (Q8TDV0 whole entry, looked up): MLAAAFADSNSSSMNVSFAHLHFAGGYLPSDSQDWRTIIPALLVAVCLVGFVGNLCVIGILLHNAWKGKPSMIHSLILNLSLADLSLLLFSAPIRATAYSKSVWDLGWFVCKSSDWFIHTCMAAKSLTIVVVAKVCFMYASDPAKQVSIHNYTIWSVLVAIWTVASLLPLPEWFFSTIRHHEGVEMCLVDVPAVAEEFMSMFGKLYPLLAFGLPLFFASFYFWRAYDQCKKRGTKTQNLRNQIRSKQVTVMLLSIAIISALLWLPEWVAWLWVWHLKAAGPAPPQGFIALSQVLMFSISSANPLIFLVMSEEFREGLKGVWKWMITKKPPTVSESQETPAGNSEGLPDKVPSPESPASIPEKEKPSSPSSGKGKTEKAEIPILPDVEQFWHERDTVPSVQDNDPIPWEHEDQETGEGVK
MITF primary: inhibitors of human MITF | O75030 | AlphaScreen MITF homodimerization, bead proximity signal | inhibition, % at 2.6 µM | 0.91% of 650,000 active; in the data active = inhibition above about 50%;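 note: 0% = vehicle wells with protein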
Target sequence (O75030 whole entry, looked up): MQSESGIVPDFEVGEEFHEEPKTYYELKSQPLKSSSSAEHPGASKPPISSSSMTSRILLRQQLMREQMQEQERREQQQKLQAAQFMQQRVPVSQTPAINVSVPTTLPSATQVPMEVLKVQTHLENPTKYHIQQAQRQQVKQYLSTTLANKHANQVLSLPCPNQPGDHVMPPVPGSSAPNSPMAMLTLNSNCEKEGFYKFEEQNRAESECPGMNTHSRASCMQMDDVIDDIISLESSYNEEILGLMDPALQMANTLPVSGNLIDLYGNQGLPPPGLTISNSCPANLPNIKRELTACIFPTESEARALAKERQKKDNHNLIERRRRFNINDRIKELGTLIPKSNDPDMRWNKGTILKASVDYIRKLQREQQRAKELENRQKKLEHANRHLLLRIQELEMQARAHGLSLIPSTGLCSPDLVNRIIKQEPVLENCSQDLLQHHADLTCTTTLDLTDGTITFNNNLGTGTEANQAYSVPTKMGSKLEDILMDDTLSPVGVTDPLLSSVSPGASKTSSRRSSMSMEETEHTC
* marks the source's active call; other numbers are inactive results.

SMILES | FBW7 act | TEAD-YAP inh | GPR151 activ | MITF primary
Cc1ccc(S(=O)(=O)Nc2nc(C)c(NC(=O)OCCNC(=O)COc3ccc(Cl)cc3Cl)s2)cc1 | -0.2 | -8 | 0.1 | 0
COc1ccc(OC)c(NC(=O)Cn2c(=O)n(Cc3ccccc3)c(=O)c3ccccc32)c1 | 0.8 | -5 | -0.6 | 5
COC(=O)C1=C(C)Nc2nc(SC)[nH]c(=O)c2C1c1cccc(F)c1 (stereo not drawn) | -0.2 | 0 | -1.5 | -5
CCN1CCN(C(=O)c2ccc(N3CC4CC(C3)c3cccc(=O)n3C4)c(NC(=O)/C=C/c3ccccc3)c2)CC1 (stereo not drawn) | 0.0 | 10 | -0.1 | 7
CC(C)CCNS(=O)(=O)c1ccc2c(c1)n(C)c(=O)c(=O)n2C | 0.1 | 10 | -0.1 | 6
COc1ccc(/C=C/C(=O)N[C@H](C(=O)OCC(=O)NC2CCCCC2)C(C)C)cc1 | -0.1 | -5 | 0.6 | -1
COc1ccc(CN(CC2CCCO2)C(=O)CN2C(=O)COc3ccccc32)cc1OC (stereo not drawn) | 0.0 | -3 | 4.8 | -12
COC(=O)c1c(N)oc2c(-c3ccc(C)cc3)c3c(C(=O)OC)c(N)oc3cc12 | 0.3 | -2 | -2.4 | 19
FC(F)(F)c1ccc(Cn2cnc3c(NCCN4CCOCC4)nc(N4CCOCC4)nc32)cc1 | 1.3 | -2 | 0.3 | 10
COCCOC(=O)C1=C(C)NC2=C(C(=O)CC(C)(C)C2)C1c1ccc(Cl)c(Cl)c1 (stereo not drawn) | -0.1 | 12 | 0.9 | -3
CCCOc1ccc(N2C(=O)CC(NCc3ccc(OC)cc3)C2=O)cc1 (stereo not drawn) | 0.5 | 4 | 0.5 | 5
COc1ccc(OC)c(NC(=O)c2ccc(Cl)cc2)c1 | 0.0 | -11 | 1.9 | 4
Nc1cc(N)nc(SCC(=O)Nc2nc3c(s2)CCCC3)n1 | -0.2 | 10 | -0.4 | -7
CSC1SC[C@H]2C(=O)N(C)[C@@H](C(C)C)C(=O)OC[C@@H](NC(=O)c3cnc4ccccc4n3)C(=O)N[C@@H](C)C(=O)N(C)[C@H]1C(=O)N(C)[C@@H](C(C)C)C(=O)OC[C@@H](NC(=O)c1cnc3ccccc3n1)C(=O)N[C@@H](C)C(=O)N2C (stereo partly drawn) | 0.1 | 96* | 1.2 | -6
O=C(CN1CCN(S(=O)(=O)c2ccccc2F)CC1)c1ccco1 | 0.0 | -7 | 0.4 | -8
CC1=NN(C(=O)c2cccc(Br)c2)C(O)(c2ccccc2)C1 (stereo not drawn) | 0.0 | -31 | -1.2 | 3
Cc1ccsc1/C=C1\C(=O)N(C)c2ccccc21 | -0.1 | -16 | 0.0 | 5
Cc1nc(N2CCOCC2)c2c(C)c(C(=O)Nc3ccc(C(F)(F)F)cc3)sc2n1 | 0.0 | 10 | -0.2 | 5
O=C1c2ccccc2C(=O)C1c1nc2ccc3ccccc3c2s1 | 0.1 | 4 | 2.2 | -3
CCCN(CCC)C(=O)c1ccccc1NC(=O)c1cccnc1 | -0.1 | -7 | 1.0 | -16
CC1=C(C(=O)OCc2ccccc2)C(c2ccccc2)C2=C(CC(C)(C)CC2=O)N1 (stereo not drawn) | 0.4 | -4 | 0.1 | -2
CCC(COC)NC(=O)CCc1nnc(Cc2c[nH]c3ccccc23)o1 (stereo not drawn) | 0.0 | -4 | 0.4 | -13
O=C(Cn1cnc2c(nnn2-c2cccc(Cl)c2)c1=O)N1CCCc2ccccc21 | -0.1 | -1 | -0.6 | 13
CC(C)C(=O)Nc1c(C(=O)Nc2ccc3c(c2)OCO3)oc2ccccc12 | -0.3 | 8 | -1.1 | 3
CCc1ccc(NC2CC(=O)N(c3ccc(OC)cc3)C2=O)cc1 (stereo not drawn) | 0.2 | 6 | -0.1 | 20

The list goes on.
SMILES | FBW7 act | TEAD-YAP inh | GPR151 activ | MITF primary
CNc1oc(-c2ccco2)nc1S(=O)(=O)c1ccc(Br)cc1 | -0.1 | -4 | 1.2 | 74*
CC(C)C(=O)Nc1ccc(NC(=O)c2ccccc2)cc1 | 0.0 | -44 | -0.2 | 2
CSc1cc(-c2ccc(Cl)cc2)c(C(=O)NN)s1 | 0.1 | 6 | 0.8 | 11
O=C(Nn1c(-c2ccccc2F)nc2ccccc2c1=O)c1ccccc1Cl | 0.0 | 4 | -1.3 | -17
O=C1CCC(C(=O)NCc2ccc(F)cc2)=NN1 | -0.1 | -3 | 2.7 | 5
COc1ccc(CCNCC(=O)NCc2ccco2)cc1 | -0.1 | -5 | 0.4 | 29
Cc1nn(C(C)C(=O)Nc2sc3c(c2C#N)CCCC3)c(C)c1[N+](=O)[O-] (stereo not drawn) | 0.1 | 13 | 2.5 | 14
Nc1cc(N)nc(SCC(=O)Nc2ccc(Br)cc2Cl)n1 | 1.2 | -24 | -0.5 | 21
Cc1cn2c(C)nc([N+](=O)[O-])c2n1CC(=O)O | 0.1 | 5 | -1.3 | 3
CCn1cc(C=O)c2cc(OC)ccc21 | -0.1 | -5 | -0.6 | 1
COC(=O)C1=NNC2C(=O)N(c3cccc([N+](=O)[O-])c3)C(=O)C12 (stereo not drawn) | 0.2 | 0 | 0.0 | 1
Cc1ccc(C(=O)c2nn(C)cc2[N+](=O)[O-])cc1 | 0.9 | 6 | -0.1 | 4
O=C(Nc1ccccc1)c1cnc(Br)s1 | 0.1 | 1 | -0.3 | -14
COc1ccccc1NC(=O)c1n[nH]c(=O)c2ccccc12 | 0.0 | 3 | -0.4 | -1
O=C(CCC(=O)N(CC(=O)NC1CCCCC1)Cc1cccs1)Nc1nccs1 | 0.0 | 6 | 0.7 | -6
C/C(=C1/SC(N2CCOCC2)=NC1=O)c1ccc(Cl)cc1 | 0.5 | 11 | 0.8 | 17
COc1ccc(/C=N/NC(=O)C(=O)Nc2cc(Cl)ccc2C)cc1OC | -0.1 | 6 | 0.6 | -6
COc1ccc(CNc2ncnc3c2cnn3-c2ccc(OC)cc2)cc1 | 0.1 | 2 | 1.5 | 0
COc1cc(Nc2nc(Nc3cccnc3)nc3c2ncn3-c2ccccc2)cc(OC)c1OC | 0.2 | 21 | -1.9 | 10
CN(C)Cc1c(O)ccc2c(=O)c(-c3ccccc3Cl)coc12 | -0.2 | 8 | -1.8 | 4
COc1ccc(N=CC(C=NC(C)(C)C)[N+](=O)[O-])c(OC)c1 (stereo not drawn) | 0.0 | -13 | 0.4 | -19
Cc1noc(NS(=O)(=O)c2ccc(N/C=C/C(=O)c3ccccc3)cc2)c1C | -0.1 | 3 | 1.8 | 12
CC12CC3(C)CC(C)(C1)CC(NC(=O)Nc1nccs1)(C2)C3 | -0.2 | 6 | 0.8 | -14
O=C(Nc1nnc(COc2ccccc2)s1)C1CC1 | -0.1 | -9 | -0.2 | 6
CC1CCc2c(sc(NC(=O)C(=O)NCc3ccco3)c2C#N)C1 (stereo not drawn) | 1.1 | -8 | -0.6 | 21

Other compounds.
SMILES | FBW7 act | TEAD-YAP inh | GPR151 activ | MITF primary
Cc1cccc(Cn2c(=O)c3ccccc3n3nncc23)c1 | 0.1 | -17 | 4.9 | -11
CC1(C)Cc2c(c(N3CCOCC3)nc3sc(-c4cc(C(=O)O)co4)c(N)c23)CO1 | 0.0 | 0 | 1.3 | 11
CC(=O)Nc1cccc(NC(=O)CSc2nsc(SCC(=O)Nc3cccc(NC(C)=O)c3)c2C#N)c1 | 0.2 | 0 | 2.0 | -2
CCN1C(=O)c2ccccc2Sc2ccc(NC(=O)NCc3ccco3)cc21 | 0.0 | 4 | -1.2 | 6
COC(=O)c1cc(NS(=O)(=O)c2ccc(N3CCCCC3)c(N)c2)cc(C(=O)OC)c1 | -0.2 | -4 | 1.3 | -10
CCC(=O)Nc1ccc(NC(=O)C(C)C)c(OC)c1 | 0.1 | -7 | -0.3 | 13
C/C(N)=C(/C#N)C(=O)COC(=O)CCN1C(=O)C2CC=CCC2C1=O (stereo not drawn) | 0.1 | -1 | -2.0 | 7
CCN(CC)CCNC(=O)c1nn(-c2cccc(OC)c2)c(=O)c2ccccc12 | 0.0 | 0 | 0.3 | 4
CCOc1ccc(-n2c(SCC(=O)Nc3ccccc3)nc3sc4c(c3c2=O)CCCC4)cc1 | 0.1 | 1 | 0.4 | -9
Cc1cc(C)n(-c2nnc(C)n2/N=C/c2ccc(O)cc2)n1 | -0.1 | 6 | -1.2 | 2
COc1cc([N+](=O)[O-])cc(OC)c1OC | 0.7 | 3 | 0.4 | -6
CCOc1ccc(N(CC)S(=O)(=O)c2ccc3c(c2)n(C)c(=O)c(=O)n3C)cc1 | 0.8 | 9 | -1.2 | 12
COc1ccc2ccccc2c1-c1cc(C(=O)N/N=C/c2ccncc2)[nH]n1 | 0.0 | 13 | -1.7 | 3
COc1cccc(CN2CCc3nnc(C(C)NC(=O)C4CC4)n3CC2)c1 (stereo not drawn) | 0.1 | 7 | -1.4 | 17
CN(C)c1ncc(CN2CCc3c(nc(N4CCCC4)[nH]c3=O)C2)cn1 | 0.0 | 4 | 0.1 | -16
CCOC(=O)c1c(-c2ccccc2)oc2ccc(OC(=O)c3ccccc3OC)cc12 | 0.0 | -10 | -0.6 | -8
Nc1nccc(-c2ccc3nc(C4CCc5ccc(C(=O)NCCc6ccccc6)cc5C4)[nH]c3c2)n1 (stereo not drawn) | 0.3 | 2 | 1.2 | 14
CC(=O)c1ccc(N2C(=O)C3C4c5ccccc5C([N+](=O)[O-])(c5ccccc54)C3C2=O)cc1 (stereo not drawn) | 0.1 | 3 | 0.1 | 6
Cc1ccccc1N1CCN(c2c([N+](=O)[O-])c(=O)n(C)c3ccccc23)CC1 | 0.0 | 8 | 0.1 | 2
COC(=O)c1ccc(C(=O)OC)c(NC(=O)c2ccc(OC)c(OC)c2)c1 | -0.1 | 9 | -0.1 | 3
COCCNC(=O)c1ccccc1NC(=O)CN(c1cccc(F)c1)S(C)(=O)=O | 0.1 | 2 | 0.5 | 5
NNC(=O)CSc1ccc(Br)cc1 | 0.3 | 3 | 1.1 | -16
COc1cc(/C=C/C(=O)NC2CCCCCC2)cc(OC)c1OC | 0.0 | 0 | 0.1 | 7
CCOc1ccc(/C=C(\C#N)C(=O)Nc2sc3c(c2C(=O)OC)CCC3)cc1OC | 1.3 | -7 | 0.6 | 12
COc1cccc(-c2nn3c(-c4ccccc4)nnc3s2)c1 | -0.1 | -7 | 0.9 | -12

15 compounds from above, ordered by SMILES length, lowest first:
SMILES | FBW7 act | TEAD-YAP inh | GPR151 activ | MITF primary
NNC(=O)CSc1ccc(Br)cc1 | 0.3 | 3 | 1.1 | -16
COc1cc([N+](=O)[O-])cc(OC)c1OC | 0.7 | 3 | 0.4 | -6
CCC(=O)Nc1ccc(NC(=O)C(C)C)c(OC)c1 | 0.1 | -7 | -0.3 | 13
COc1cccc(-c2nn3c(-c4ccccc4)nnc3s2)c1 | -0.1 | -7 | 0.9 | -12
COc1cc(/C=C/C(=O)NC2CCCCCC2)cc(OC)c1OC | 0.0 | 0 | 0.1 | 7
Cc1cc(C)n(-c2nnc(C)n2/N=C/c2ccc(O)cc2)n1 | -0.1 | 6 | -1.2 | 2
CCN1C(=O)c2ccccc2Sc2ccc(NC(=O)NCc3ccco3)cc21 | 0.0 | 4 | -1.2 | 6
CN(C)c1ncc(CN2CCc3c(nc(N4CCCC4)[nH]c3=O)C2)cn1 | 0.0 | 4 | 0.1 | -16
C/C(N)=C(/C#N)C(=O)COC(=O)CCN1C(=O)C2CC=CCC2C1=O (stereo not drawn) | 0.1 | -1 | -2.0 | 7
COCCNC(=O)c1ccccc1NC(=O)CN(c1cccc(F)c1)S(C)(=O)=O | 0.1 | 2 | 0.5 | 5
CCOc1ccc(/C=C(\C#N)C(=O)Nc2sc3c(c2C(=O)OC)CCC3)cc1OC | 1.3 | -7 | 0.6 | 12
CCOc1ccc(-n2c(SCC(=O)Nc3ccccc3)nc3sc4c(c3c2=O)CCCC4)cc1 | 0.1 | 1 | 0.4 | -9
CC1(C)Cc2c(c(N3CCOCC3)nc3sc(-c4cc(C(=O)O)co4)c(N)c23)CO1 | 0.0 | 0 | 1.3 | 11
COC(=O)c1cc(NS(=O)(=O)c2ccc(N3CCCCC3)c(N)c2)cc(C(=O)OC)c1 | -0.2 | -4 | 1.3 | -10
CC(=O)c1ccc(N2C(=O)C3C4c5ccccc5C([N+](=O)[O-])(c5ccccc54)C3C2=O)cc1 (stereo not drawn) | 0.1 | 3 | 0.1 | 6

Next section:
SMILES | FBW7 act | TEAD-YAP inh | GPR151 activ | MITF primary
Cc1ccc(-c2ccc(=O)n(CC(=O)NCC3COCCO3)n2)cc1 (stereo not drawn) | 0.1 | 6 | -0.5 | -8
C=CCNS(=O)(=O)c1nc2nc(C)c(C)c(C)n2n1 | -0.1 | 2 | -0.7 | 6
O=C(NCCN1CCOCC1)c1csc(-c2ccc(N3CCOCC3)nc2)n1 | -0.1 | 0 | 1.2 | 0
COc1cc(/C=N/N2CCN(Cc3ccc(C)cc3C)CC2)cc(OC)c1OC(C)=O | -0.1 | -5 | 0.7 | 18
O=C1NC(=O)N(Cc2ccccc2Cl)C(=O)/C1=C/N1CCCCC1 | -0.3 | 3 | 0.8 | 12
CC(C)c1ccc(N2C(=O)NC(=O)/C(=C/c3ccccc3)C2=O)cc1 | 0.0 | 4 | 1.5 | -304
Cc1onc(-c2ccccc2Cl)c1C(=O)Nc1nnc(SCC(=O)Nc2nc3ccccc3s2)s1 | -0.1 | -2 | 0.6 | -1
